# Pf Dd2 inh = blocks in vitro growth of P. falciparum Dd2. P. falciparum Dd2 growth, SYBR Green, 72 h. Potency, µM (doses to about 28.9 µM), inactives show top-dose activity, negative = inhibition, usual class: inhibitors. 4.3% of 120,000 active. AID 1347417; active = well fitted inhibition curve with a large enough effect; inconclusive = small, poorly fitted or top-dose-only effect; inactive = no such curve, though single readings can be large or run the other way;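 also: plate controls were DMSO vehicle for no effect and reference drug for full effect; nearly all actives have a fitted effect of over 65% in size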
#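 Readout: SYBR Green fluorescence, 485 nm excitation, 535 nm emission, after ~16 h lysis at 37C. Before that, Dd2-infected red cells (2.5% hematocrit) grew 72 h with compound, 29 uM top final concentration.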
# * hit, by the source's call; i = inactive; ? = inconclusive; [ ] = dose if it differs, or a comment. Potency is read from the fitted curve at half-maximal effect. A portion of the library; rates above refer to the full screens.
SMILES,Pf Dd2 inh
O=C(c1cnsn1)N1CCc2c(cc(-c3cccc(F)c3)c(=O)n2CCN2CCCCC2)C1,i
COc1ccnc(N2CCN(CC3(O)CNCCOC3)CC2)n1 (stereo not drawn),-27.5%
C#CCNC(=O)C1=NOC2CN(S(C)(=O)=O)CC12 (stereo not drawn),8.6%[44.1 µM]
COc1ccc(CN2CCc3nc(C4CC4)nc(-c4ccc(OC)cc4)c3CC2)cc1,?
CCN(CC)C(=O)Cn1c(=O)n(-c2ccc(Cl)c(Cl)c2)c(=O)c2c(C)c(C(=O)N(CC)CC)sc21,4.5%
CCc1ccc(OC(C)C(=O)N2CCC(c3nc4ccccc4s3)CC2)cc1 (stereo not drawn),-23.6%
O=S(=O)(c1ccccc1)c1nc(-c2cccs2)oc1SCc1ccc(F)cc1,3.1%
CSc1ncc(C(=O)NCc2ccc(Cl)cc2)c(C(F)(F)F)n1,12.8%
CN(C)c1nc2c(c(=O)[nH]1)CCN(Cc1cccc(OC(F)(F)F)c1)CC2,?
CCOC(=O)c1ccc(NC(=O)c2c(NCc3cccc(OC)c3)sc3c2CCC3)cc1,?
COc1ccccc1-c1[nH]nc2ncc(C(=O)N3CCN(Cc4ccccc4)CC3)nc12,11.9%[44.1 µM]
CN1C(=O)COC[C@@H]1[C@H](O)c1ccc(NC(=O)c2ccc(F)c(Cl)c2)cc1,i

SMILES,Pf Dd2 inh
CCOCCOC1CCN(S(=O)(=O)c2cn(C)cn2)CC1,?
COCCNC(=O)c1ccc(OC2CCN(Cc3cccc(SC)c3)CC2)c(Cl)c1,?
CCCc1nc(C(=O)N2CCCCC2C(=O)OCC)cs1 (stereo not drawn),1.3%
C[C@H](C(=O)N1CCOCC1)C1CC[C@@]2(C)Cc3sc(-c4ccccc4)nc3[C@@H](C)[C@@H]2[C@H]1O (stereo partly drawn),-24.9%
COc1ccc(NC(=O)c2ccnc(-c3nnc4ccc(Nc5ccccc5)nn34)c2)cn1,?
COCCN1CC2(CCC1=O)CCN(c1nc(C(C)C)ccc1C#N)CC2,?
CO[C@@H]1CO[C@H]2[C@@H]1OC[C@@H]2n1nnnc1C(C)C,14.4%[44.1 µM]
Cc1oc(-c2ccccc2F)nc1CS(=O)CC(=O)NC(C)C (stereo not drawn),0.3%
O=C1C2CN([S+](=O)([O-])c3ccccc3)CCC2OCCN1Cc1ccccc1 (stereo not drawn),i
COCCOCc1nc(C2CCN(S(=O)(=O)c3cc(F)ccc3F)CC2)no1,5.1%
Cc1cccc(C(=O)N2CCCC(N3CCN(c4cccc(C(F)(F)F)c4)CC3)C2)c1 (stereo not drawn),?
Cc1cc(C)c(S(=O)(=O)n2cnc(C)c2)c(C)c1,16.8%

SMILES,Pf Dd2 inh
N#Cc1cccc(CN2CC[C@@H]3OCC(=O)N(Cc4ccccc4)[C@H]3CC2)c1,?
CC[C@H](C)[C@H](N)C(=O)N1CCC2(CCC(=O)N(Cc3ccccc3)C2)CC1,-7.3%
Cc1ccc(-c2cc3c(=O)n(CCNC(=O)c4ccoc4)ccn3n2)cc1C,-24.3%
Cc1cccc(NC(=O)CS(=O)(=O)c2nc(-c3ccccc3)cn2-c2cccc(Cl)c2)c1C,?
CCN(CC)c1ccc(NS(=O)(=O)c2ccc3c(c2)CCCN3C(C)=O)c(C)c1,?
COc1ccc(N2CCN(C(=O)c3cccc(NC(=O)c4nsc5ccccc45)c3)CC2)cc1,?
O=C(NCc1ccncc1)C1CCc2nc(N3CCN(C(=O)C4CCC4)CC3)sc2C1 (stereo not drawn),i
CCOc1ccc(CCNC(=O)C2CCN(Cc3nc(-c4ccccc4C)oc3C)CC2)cc1OCC,-23.5%
c1ccc(Nc2cc3c(cn2)NCCN(Cc2ccc4[nH]ccc4c2)C3)cc1,?
O=C1CCCCN1CCNc1ccc(-c2nc(-c3ccccc3F)no2)cn1,?
O=C(Nc1cccc(-c2nnc3n2CCCC3)c1)c1ccccn1,i
CN(C)c1ccc(C(CNS(=O)(=O)c2ccc(F)cc2)N2CCCC2)cc1 (stereo not drawn),296.8%[activator][5.79 µM]

SMILES,Pf Dd2 inh
Cc1ccc(S(=O)(=O)NCCc2nnc3ccc(SCC(=O)Nc4ccc(OC(F)(F)F)cc4)nn23)cc1,i
COc1ccc(NC(=O)N2CCC(CN3CCCC3)CC2)c(OC)c1,i
COc1cccc(N2CC(C(=O)NC3CC3)NC2=O)c1 (stereo not drawn),6.7%[44.1 µM]
Cc1ccc(NC(=O)Cn2c(N3CCCCC3)nc(C)c(C)c2=O)cc1C,i
COc1ccc(NC(=O)N2CC(c3nnc(-c4ccncc4)o3)C3(CCOCC3)C2)cc1 (stereo not drawn),-23.2%
CC(C)Oc1ccc(C(=O)Nc2ccc3c(c2)CCCN3C(=O)c2cccs2)cc1,?
CCOC(=O)c1sc(N2C(=O)c3oc4cc(C)c(C)cc4c(=O)c3C2c2ccc(C)cc2)nc1C (stereo not drawn),8.4%
CCOc1ccc(NC(=O)Cn2c(=O)n(Cc3ccccc3)c(=O)c3c4c(sc32)CN(C(C)=O)CC4)cc1,?
F[C@@H]1CN(C2CCOCC2)C[C@@H]1OCc1nc2ccccc2o1,i
Cc1cccc(N2CCN(C(=O)CCS(=O)(=O)c3ccc4c(c3)CC(=O)N4C)CC2C)c1 (stereo not drawn),-19.9%
COc1cccc(Cn2c(=O)c(-c3noc(C)n3)c3n(c2=O)CCCCC3)c1,?
CC(C)c1ccc(NC(=O)Cn2c(=O)oc3cc(S(=O)(=O)N4CCCC4)ccc32)cc1,-27.9%

SMILES,Pf Dd2 inh
COCCNc1cc(-c2noc([C@@H]3CCCN3Cc3ccccn3)n2)ccn1,-13.5%[44.1 µM]
Cc1cc(NC(=O)CN(C)S(=O)(=O)c2ccc3c(c2)CCCC(=O)N3)ccc1Br,1.2%
Fc1ccc(Cc2cn3cc(-c4ccccc4)nc3s2)cc1,-16.2%
O=c1c2sc3ccccc3c2n(Cc2ccccc2F)c(=O)n1Cc1ccccc1,?
COc1cccc(C2CC(=O)Nc3c2c(=O)n(C)c2nc4ccccc4n32)c1 (stereo not drawn),-8.8%
CCc1ccc(CNC(=O)C2CCN(C(=O)c3ccc(-n4c(C)cc5ccccc54)s3)CC2)cc1,?
O=C(c1ccc2c(c1)N(Cc1cccc(Cl)c1)C(=O)c1ccccc1S2=O)N1CCN(c2cccc(C(F)(F)F)c2)CC1 (stereo not drawn),?
CN(Cc1cccc(C(F)(F)F)c1)C(=O)c1ccc(F)cc1,11.2µM*
O=C(Cc1cccc(F)c1)N1CCN(C(=O)N2CC3CC(C2)[C@H]2CCCC(=O)N2C3)CC1 (stereo partly drawn),28.0%
COc1ccc(C(=O)NCC2Cn3cccc3C(=O)N2CC(C)C)cc1 (stereo not drawn),-5.0%
CCc1nc(-c2c3n(c(=O)n(Cc4cc(F)cc(F)c4)c2=O)CCCCC3)no1,-1.3%
Cc1sc2c(c1C)c(=O)n(-c1ccc(Cl)cc1)c(=O)n2Cc1cc(=O)n2ccccc2n1,i

# An excerpt of these results, with each value named.
COc1cccc(C2CC(=O)Nc3c2c(=O)n(C)c2nc4ccccc4n32)c1 (stereo not drawn)
  Pf Dd2 inh: -8.8%
O=c1c2sc3ccccc3c2n(Cc2ccccc2F)c(=O)n1Cc1ccccc1
  Pf Dd2 inh: ?

# Later entries:
SMILES,Pf Dd2 inh
O=C(NC1CCCN(c2cc(-c3ccccc3)[nH]n2)C1)c1ccccn1 (stereo not drawn),i
COCc1nc2nc(-c3ccccc3)c(-c3ccccc3O)cc2n1C,4.47µM*
COc1cc(OC)cc(C(=O)N2CCN(C(=O)COc3ccccc3)CC2)c1,16.3%
O=C(Nc1ccc(C2(C(=O)NCc3ccc4c(c3)OCO4)CCCCC2)cc1)C1CC1,12.6µM*
COc1cccc(NC(=O)CC(=O)Nc2ccc3nc4n(c(=O)c3c2)CCCCC4)c1,-3.3%
CCOC(=O)c1c(C)[nH]c(C)c1S(=O)(=O)N1CCC(C(=O)N2CCN(c3cccc(Cl)c3)CC2)CC1,28.6%
COC(=O)c1ccccc1-n1cc2c(c1-c1cccc(C)c1)c(=O)n(C)c(=O)n2C,?
CCOc1ccccc1NC(=O)NCCn1c(=O)oc2ccc(C)cc21,22.6%
COc1cccc(CNC(=O)CCn2cnc3ccccc3c2=O)c1,i
CCOC(=O)c1nnn(C(CC)C(=O)Nc2c(C)cccc2C)c1C(=O)OCC (stereo not drawn),-24.1%
Cc1nc(C2CC(O)C2)cc(N(C)Cc2nccn2Cc2ccccc2)n1 (stereo not drawn),-5.4%
CC(C)NC(=O)NC1CCCc2c1cnn2-c1ccc(F)cc1F (stereo not drawn),4.4%

SMILES,Pf Dd2 inh
COc1cccc(CC(=O)N[C@H](Cc2ccccc2)C(=O)N2CCOCCNC(=O)CC2)c1,-9.5%
O=c1cc(N2CCN(c3ccc(F)cc3)CC2)[nH]c(=O)n1-c1cccc(Br)c1,-3.4%
OC[C@H]1C[C@@H](NC2CCC2)[C@H](O)[C@@H]1O,23.1%[76.6 µM]
Cc1ccccc1-c1nn2c(=O)cc(CN3CCN(C(=O)COc4ccccc4Cl)CC3)nc2s1,?
O=C(NCc1ccccn1)c1ccc2nccn2c1,7.1%[44.1 µM]
CC(C)CCN1CCCCCCNC(=O)[C@@H]2CCC[C@@H]21,?
CCCCn1c(SCC(=O)Nc2ccc(OCC)cc2)nc2ccsc2c1=O,-19.1%
N#Cc1ccc(C(=O)NC2CCN(c3ccccc3)C2=O)cc1 (stereo not drawn),-3.3%
CCc1nc2ccc(C(=O)N3CCN(c4cc(Cl)ccc4C)CC3)cc2nc1CC,11.2µM*
CC(C)(CN1CCOCC1)CN1CCCN(Cc2cccnc2)CC1,0.8%
CCc1ccc(OCC(=O)Nc2ccc3oc(-c4ccc(OC)cc4)nc3c2)cc1,-17.1%
O=C(N[C@H]1CCOC[C@H]1C1CCOCC1)c1cc(=O)[nH]c2ccc(F)cc12,2.5%

SMILES,Pf Dd2 inh
CCN1C(=O)C2CC3(CCN(Cc4cnn(CC)c4C)CC3)CN2C1=O (stereo not drawn),-5.1%
Cc1ccc(C(=O)NC2CCN(C(=O)c3cc4c(=O)[nH]c(C)cn4n3)CC2)cc1,-23.8%
Cc1ccc2oc(-c3cccc(NC(=O)c4cccc5c(Cl)cccc45)c3)nc2c1,?
COC(=O)c1ccc(C2c3c(-c4ccccc4O)n[nH]c3C(=O)N2Cc2cccnc2)cc1 (stereo not drawn),?
CCn1ccc(C(=O)N2[C@H]3CC[C@@H]2c2cnc(C)nc2C3)n1,i
COC(=O)c1ccccc1NC(=O)CN(c1ccccc1OC)S(C)(=O)=O,5.9%
COc1ccc(C(=O)N2CCCC(n3cc(-c4nc(-c5ccccc5)no4)nn3)C2)cc1OC (stereo not drawn),?
COCCN1CC2(CCCN(C(=O)c3n[nH]c4ccc(C)cc34)C2)CCC1=O (stereo not drawn),7.1%
CC(C)(C)c1ccc(-c2cc(C[C@H]3CNCC[C@H]3CC(=O)N3CCN(c4ccccn4)CC3)no2)cc1,?
CCOc1ccc(-n2nc3ccc(NC(=O)c4cccc(F)c4)cc3n2)cc1,-1.9%
COc1ccc(CN2CCC[C@H]2c2nc(-c3ccnc(N4CCOCC4)c3)no2)cc1,-25.9%[44.1 µM]
Cc1nc(Nc2ccc(Cl)cc2)cc(-c2ccccc2)n1,8.91µM*

# 3 entries picked at random from those above, as already listed:
SMILES,Pf Dd2 inh
COC(=O)c1ccccc1NC(=O)CN(c1ccccc1OC)S(C)(=O)=O,5.9%
COc1ccc(CN2CCC[C@H]2c2nc(-c3ccnc(N4CCOCC4)c3)no2)cc1,-25.9%[44.1 µM]
CCn1ccc(C(=O)N2[C@H]3CC[C@@H]2c2cnc(C)nc2C3)n1,i

# Other entries follow:
SMILES,Pf Dd2 inh
CNC(=O)c1cccc(-c2cnc3[nH]cc(CC(=O)NCCOC)c3c2)c1,i
NC(=O)[C@@H](Cc1c[nH]c2ccccc12)NC(=O)[C@@H]1C[C@@H](NS(=O)(=O)c2cccs2)CCN1C(=O)CSCC(=O)O,-3.5%
O=c1[nH]ccn1C1CCN(Cc2cncs2)CC1,2.2%[44.1 µM]
COc1cc(NC(=O)c2cc3nc(-c4ccc(C)cc4)cc(C(F)(F)F)n3n2)cc(OC)c1OC,?
COCCN1CC2(CCCN(Cc3cc(C(C)(C)C)n[nH]3)C2)CCC1=O (stereo not drawn),?
Cc1ccc(C(=O)N2C[C@@H](F)C[C@H]2C(=O)N2CCOCC2)cc1,-9.8%
CCOc1ccc(C2Cn3nnc(-c4nc(-c5ccc(C)c(C)c5)no4)c3CO2)cc1 (stereo not drawn),7.7%
COCCCNC(=O)N1CCC2(CC1)CN(C(C)=O)CC2COC (stereo not drawn),i
Cc1cc(F)ccc1NC(=O)CCSc1nc(-c2ccco2)cc(C(F)(F)F)n1,8.91µM*
Cc1ccc2nc(CSc3nnc(NC(=O)COc4ccccc4)s3)cc(=O)n2c1,3.5%
Clc1ccc(-c2cnc([C@@H]3COCCN3C3CCCCC3)[nH]2)cc1,-27.0%[44.1 µM]
CCc1ccccc1NC(=O)CSc1ncc2c(n1)-c1ccccc1N(Cc1ccc(C)cc1)S2(=O)=O,?

SMILES,Pf Dd2 inh
C[C@H](N)C(=O)N1CCC(n2nccc2NC(=O)Nc2cccc(F)c2)CC1,2.0%
CC(C)NC(=O)[C@H]1O[C@H](CCN2CCN(c3ccc(F)cc3)CC2)CC[C@@H]1O,i
Cc1ccc(-n2c(C3CCN(C(=O)Cc4ccccc4F)CC3)n[nH]c2=O)cc1,?
COc1ccc(CCC(=O)N2CCCN(S(=O)(=O)c3ccccc3)CCC(=O)NCC2)cc1,?

# Bioassay records deposited in PubChem by National Center for Advancing Translational Sciences (NCATS).
